Screening results deposited in PubChem by several laboratories.
P. falciparum M1AAP: malaria alanyl aminopeptidase activity blockers – biochemical, fluorogenic H-Leu-NHMec substrate, 1536-well (AID 1445); inhibition, % at 30 µM; hits with a dose series show IC50 in µM; 220,000 compounds, 0.42% hits; recombinant M1AAP, H-Leu-NHMec fluorogenic kinetic assay; higher % means a stronger effect;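 active means primary inhibition above the hit cutoff, then over 50% inhibition at one or more dose response concentrations, cut at about 23% in these data, passing the limit was not always enough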;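 further: plate controls were DMSO full reaction for no effect and no enzyme background for full effect; strong numbers were not always called active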
M17LAP inhibition: P. falciparum M17LAP inhibitors, primary screen, biochemical, fluorogenic H-Leu-NHMec substrate, 1536-well (AID 1619); recombinant M17LAP, H-Leu-NHMec fluorogenic kinetic assay; higher % means a stronger effect; inhibition, % at 30 µM, or IC50 in µM where a hit was titrated; 220,000 compounds, 0.38% hits;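 active means compound inhibiting the enzyme by more than half at any dose during confirmatory dose-response retesting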;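 further: plate controls were full reaction with DMSO carrier for no effect and no enzyme background for full effect; strong numbers were not always called active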
TNAP activation fold: stimulation of alkaline phosphatase TNAP activity – biochemical, luminescent, no phosphate acceptor, uHTS, primary screen (AID 1001); purified TNAP, luminescent activation assay, no phosphate acceptor; higher activation fold means a stronger effect; activation fold at 20 µM; hits with a dose series show EC50 in µM; 200,000 compounds, 0.03% hits; in the data active means activation fold from about 3, or a potency from the dose series; inactive means the rest, 99 in 100 with activation fold below about 1.6; further: many of its hits are not listed in these tables
human PMI inhibitors: MPI inhibition at elevated mannose 6-phosphate – biochemical, fluorescence intensity, high mannose 6-phosphate, primary screen (AID 1220); 190,000 compounds, 0.66% hits; inhibition, % at 20 µM; hits with a dose series show IC50 in µM; recombinant PMI enzyme, coupled fluorescence intensity; higher % means a stronger effect
Yfh1-depleted yeast: mitochondrial function rescue without frataxin homolog – Friedreich's ataxia, plus single-dose screen, dose response (AID 1465). 220,000 compounds, 0.074% hits. S. cerevisiae Yfh1-off respiration, WST-1 reduction, 72 h; higher fold induction means a stronger effect. fold induction at 50 µM; hits with a dose series show EC50 in µM;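 active means fold induction of absorbance versus untreated yeast above a set limit, then at least 30% activation at any dose in follow-up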;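 further: activators that raise dye reduction in frataxin-depleted yeast; strong numbers were not always called active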
XIAP displacement: XIAP antagonists, biochemical, IAP family, fluorescence polarization (AID 1018). XIAP BIR domain, fluorescence polarization peptide displacement; higher % means a stronger effect. displacement, % at 20 µM; hits with a dose series show IC50 in µM. 200,000 compounds, 0.007% hits; in the data active means displacement above about 50%; further: a part of the inactive calls stands beside numbers as strong as those of hits
PMI inhibitors: MPI enzyme activity inhibition – biochemical, fluorescence intensity, coupled assay, primary screen (AID 1209); inhibition, % at 20 µM, or IC50 in µM where a hit was titrated; 190,000 compounds, 0.42% hits; purified PMI enzyme, coupled fluorescence intensity; higher % means a stronger effect;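 further: plate controls were DMSO vehicle for no effect and wells lacking substrate for full effect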
LYP phosphatase: inhibitors of LYP phosphatase, biochemical, fluorescence intensity, uHTS (AID 1779). recombinant LYP phosphatase, fluorescence intensity; higher % means a stronger effect. one-dose inhibition, % at 11.5 µM; IC50 in µM for titrated hits. 290,000 compounds, 0.054% hits;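 further: plate controls were vehicle with enzyme for no effect and no enzyme for full effect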
WT yeast gro inh: growth inhibition of WT yeast, mitochondrial fusion screen; 190,000 compounds, 2.1% hits; AID 1362; inhibition, % at 10 µM; mitochondrial fusion phenotypic screen, WT strain; in the data active means inhibition above about 58%; tested in S. cerevisiae
WT yeast gro inh mutant strain: second read-out of WT yeast gro inh, no call of its own (marks repeat the call); inhibition, %; mitochondrial fusion phenotypic screen, mutant strain inhibition
Active calls of the source: *; i = inactive; . = not tested or not shown; & = joins results of further samples. Unless noted, no stated cut-off is given here; in the data, active means inhibition above about 50%; inactive means the rest. The order is random; about 3.7% have a hit in one of these screens.

SMILES	P. falciparum M1AAP	M17LAP inhibition	TNAP activation fold	human PMI inhibitors	Yfh1-depleted yeast	XIAP displacement	PMI inhibitors	LYP phosphatase	WT yeast gro inh	WT yeast gro inh mutant strain
O=c1c2ccccc2nc(SCc2nc3ccccc3s2)n1Cc1ccco1	0%	-4%	1.1	21%	i	-4.1%	9%	3%	-9	-3
Cc1ccc2nc(Cl)c(C3CC(c4ccco4)=NN3S(C)(=O)=O)cc2c1 (stereo not given)	10%	-6%	.	.	i	.	.	8%	.	.
Cc1cc(C)c(S(=O)(=O)NCCC2CCCN2C)c(C)c1 (stereo not given)	0%	-3%	1.1	-1%	i	0.6%	7%	-2%	-3	-15
Cn1nc(OC(=O)Nc2cccc(Cl)c2)cc1C(F)(F)F	5%	-5%	1	-5%	i	-5.4%	-4%	-6%	13	4
Cc1cc(C)n(C2=NS(=O)(=O)c3ccccc32)n1	10%	-1%	1.1	-4%	i	-6.0%	-4%	-6%	0	10
CN(C)/C=C/C(=O)c1ccc(Cl)cc1Cl	7%	3%	1.1	2%	i	-0.5%	0%	-1%	-11	1
CC1CCCN(C(=O)CN2CCC(c3nc4ccc(Cl)cc4[nH]3)CC2)C1 (stereo not given)	5%	8%	.	.	i	.	.	-5%	.	.
CCOC(=O)c1ccc(N=c2sc(C(=O)OC)cc(=O)n2CCCN2CCOCC2)cc1	4%&2%	3%&13%	1.1	6%	i	-1.4%	0%	-2%&-7%	5	4
COCCn1c(-c2ccc(C)cc2)nc2oc3cc(OC)ccc3c(=O)c2c1=O	11%	8%	.	.	i	.	.	5%	.	.
Clc1ccc(-c2csc(N/N=C\c3cccnc3)n2)cc1	8%	-1%	1	-4%	i	-6.4%	1%	-5%	20	13
Cc1cc(C2C(C#N)=C(N)SC(N)=C2C#N)c(C)s1	6%	-13%	1.1	-80%	.	-14%	-35%	-5%	8	17
O=C(NCCCN1CCCC1=O)c1cccc(Oc2ccccc2)c1	-1%	-7%	1.1	-3%	i	-2.6%	-2%	-7%	-8	6
OC(CNCC1CCCO1)Cn1c2ccccc2c2ccccc21 (stereo not given)	18%	-2%	1.2	-1%	i	0.6%	-3%	-6%	-2	-17
Cc1ccccc1NC(=O)NCC1CCCO1 (stereo not given)	-5%	-2%	1.1	10%	i	-8.7%	12%	-4%	45	6
CCCN(CCC)CCCNC(=O)C1c2cc(OC)c(OC)cc2C(=O)N(C)C1c1cccs1 (stereo not given)	6%	1%	1.1	6%	i	-8.7%	14%	-7%	-9	-6
COc1ccc(C(CNC(=O)COc2ccccc2-c2ccccc2)N2CCOCC2)cc1 (stereo not given)	7%	-11%	1.1	8%	i	-6.9%	11%	-6%	22	-3
CCCCOC(=O)C1=C(N)N2C(=O)C(C)SC2=C(C(=O)OCC)C1c1ccc(O)c(OC)c1 (stereo not given)	-5%	14%	.	.	i	.	.	4%	.	.
CNC(=O)C(=O)Nc1c(C)cc(C)cc1C	6%	12%	1.1	-7%	i	-3.5%	-14%	-4%	-4	11
CCCC/C=C1\CCc2c([nH]c3ccccc23)C1=O	7%	4%	1.1	14%	i	-6.6%	8%	-6%	2	3
CCN1CCN(c2ccc(S(=O)(=O)N(CC)CC)cc2[N+](=O)[O-])CC1	4%	6%	1	6%	i	11%	8%	-2%	12	7
CC(O)CNC(=O)c1ccc(-c2nn(C)c(=O)c3ccccc23)cc1 (stereo not given)	9%	10%	1	-3%	i	-3.1%	-1%	-4%	7	9
COc1ccc(/C(N)=N/OC(=O)C2CCC(=O)N2S(=O)(=O)c2ccc(C)cc2)cc1OC (stereo not given)	11%	1%	1.1	13%	i	-9.2%	10%	-6%	-13	-6
CCOC(=O)C1CCN(S(=O)(=O)c2cccc(-c3cn4cc(C)ccc4n3)c2)CC1	4%	6%	1.1	1%	i	-0.8%	9%	-5%	10	-4
Cc1ccccc1C(=O)c1c[nH]c(C(=O)NCC2CCCO2)c1 (stereo not given)	4%	-4%	1	8%	i	0.8%	-2%	-5%	-20	-5
c1ccc(Cc2nnc3sc(-c4cccs4)nn23)cc1	4%	7%	1	3%	i	-14%	8%	-2%	8	-7

An excerpt from above in order of length of the SMILES, high to low:
SMILES	P. falciparum M1AAP	M17LAP inhibition	TNAP activation fold	human PMI inhibitors	Yfh1-depleted yeast	XIAP displacement	PMI inhibitors	LYP phosphatase	WT yeast gro inh	WT yeast gro inh mutant strain
CCCCOC(=O)C1=C(N)N2C(=O)C(C)SC2=C(C(=O)OCC)C1c1ccc(O)c(OC)c1 (stereo not given)	-5%	14%	.	.	i	.	.	4%	.	.
CCCN(CCC)CCCNC(=O)C1c2cc(OC)c(OC)cc2C(=O)N(C)C1c1cccs1 (stereo not given)	6%	1%	1.1	6%	i	-8.7%	14%	-7%	-9	-6
CCOC(=O)c1ccc(N=c2sc(C(=O)OC)cc(=O)n2CCCN2CCOCC2)cc1	4%&2%	3%&13%	1.1	6%	i	-1.4%	0%	-2%&-7%	5	4
CCN1CCN(c2ccc(S(=O)(=O)N(CC)CC)cc2[N+](=O)[O-])CC1	4%	6%	1	6%	i	11%	8%	-2%	12	7
COc1ccc(C(CNC(=O)COc2ccccc2-c2ccccc2)N2CCOCC2)cc1 (stereo not given)	7%	-11%	1.1	8%	i	-6.9%	11%	-6%	22	-3
CC1CCCN(C(=O)CN2CCC(c3nc4ccc(Cl)cc4[nH]3)CC2)C1 (stereo not given)	5%	8%	.	.	i	.	.	-5%	.	.
Cc1ccccc1C(=O)c1c[nH]c(C(=O)NCC2CCCO2)c1 (stereo not given)	4%	-4%	1	8%	i	0.8%	-2%	-5%	-20	-5
O=C(NCCCN1CCCC1=O)c1cccc(Oc2ccccc2)c1	-1%	-7%	1.1	-3%	i	-2.6%	-2%	-7%	-8	6
CN(C)/C=C/C(=O)c1ccc(Cl)cc1Cl	7%	3%	1.1	2%	i	-0.5%	0%	-1%	-11	1
CNC(=O)C(=O)Nc1c(C)cc(C)cc1C	6%	12%	1.1	-7%	i	-3.5%	-14%	-4%	-4	11

More results.
SMILES	P. falciparum M1AAP	M17LAP inhibition	TNAP activation fold	human PMI inhibitors	Yfh1-depleted yeast	XIAP displacement	PMI inhibitors	LYP phosphatase	WT yeast gro inh	WT yeast gro inh mutant strain
COc1cc(C2NC(=S)NC(C)=C2C(=O)c2ccccc2)ccc1O (stereo not given)	8%	12%	1.1	1%	i	-1.2%	-7%	-3%	-3	-12
C=C(C)C(=O)N1CC2(CC(c3cccc(NC(=O)c4ccccc4)c3)=NO2)C[C@@H]1C(N)=O (stereo not given in full)	8%	14%	1.1	-3%	i	0.1%	-7%	-4%	14	11
CCOC(=O)C1(CC2CC2)CCN(S(=O)(=O)/C=C/c2ccccc2)CC1	3%	-29%	1	9%	i	-6.8%	11%	-4%	22	3
COc1ccc(-c2nnc(SCC(=O)Nc3nc4ccccc4s3)n2C)cc1	-2%	3%	1	-1%	.	-3.5%	2%	2%	-1	-14
Cc1nn(-c2ccccc2)c(C)c1NS(=O)(=O)c1ccccc1	4%	2%	1.1	16%	i	-6.2%	11%	-5%	4	5
N#Cc1c(NC(=O)Cn2nc(C(F)(F)F)c3c2CCCC3)sc2c1CCC2	2%	0%	1.1	25%	i	-3.5%	57%*	1%	-16	-2
O=C(NCc1cccs1)Nc1ccc2c(c1)OCO2	11%	-9%	1.1	11%	i	-1.1%	5%	-6%	-13	2
COc1ccc(N(CC(=O)Nc2ccc(OC)c(Cl)c2)S(=O)(=O)c2c(C)noc2C)cc1	0%	-3%	1.2	15%	i	-3.5%	9%	-4%	2	-45
CC(C)(C)Cc1nnc(NC(=O)Cc2ccc([N+](=O)[O-])cc2)s1	0%	6%	1.1	-20%	i	-9.1%	-4%	-8%	-9	-4
CCCCN(CC)Cc1ccc(CNC(=O)Nc2ccc(OC)cc2OC)o1	-2%	-8%	1.2	-3%	i	1.0%	-5%	-10%	-39	-9
O=C(c1cccnc1)N1CCN(Cc2ccc3c(c2)OCO3)CC1	8%	6%	1.1	0%	i	-0.4%	6%	-4%	-10	15
CCOc1ccc2nc(Cl)c(C3CC(c4ccccc4)=NN3C(=O)c3cccs3)cc2c1 (stereo not given)	0%	-11%	1	-14%	i	-9.4%	-22%	-12%	45	-30
CC(=O)N/C(=C\c1ccccc1)C(=O)Nc1ccc(O)cc1	10%	28%	1	.	i	-5.1%	.	1%	-4	-10
Cc1ccccc1Nc1nc(N)nc(CN2CCN(Cc3ccc4c(c3)OCO4)CC2)n1	0%	-14%	1.1	-2%	i	-5.3%	12%	-3%	-12	-6
Cc1ccc(NC(=O)CN2CCN(CCN=CC3=C(O)CC(c4ccc(C)cc4)CC3=O)CC2)cc1 (stereo not given)	-2%	21%	1	.	i	-2.9%	.	-4%	-10	-7
Cc1ccc(C(=O)NC(=S)N2CCN(C)CC2)cc1	-2%	-17%	1.1	4%	.	-6.6%	10%	-4%	-6	-2
CCN(CC)c1ccc(C=Nc2ccc(C)cc2)c(O)c1	10%	22%	0.9	57%*	i	-9.6%	16%	-5%	-10	-10
CCn1nnnc1SCC(=O)c1cc(Cl)ccc1OC	2%	18%	1.1	11%	i	-7.7%	4%	-9%	6	3
Nc1cc(Cl)nc(N/N=C/c2c(O)ccc3ccccc23)n1	1%	4%	1.1	13%	i	-0.4%	-2%	-9%	13	5
Cc1ccc(/C=C(/C#N)C(=O)NC(C)c2ccccc2)o1 (stereo not given)	12%	6%	1.1	0%	i	-5.2%	-6%	-7%	3	9
CCOC(=O)c1cnc(-n2nc(C)cc2C)nc1N(C)C	0%	-5%	1.1	14%	i	-3.4%	17%	-7%	29	16
CN1CCN(C(=O)c2cnn3c(C(F)(F)F)cc(-c4ccc5c(c4)OCO5)nc23)CC1	-1%	12%	1.1	13%	i	0.4%	24%	2%	98*	96*
CCCCC1=CC2=C(c3ccco3)C(=O)C(C)(OC(=O)c3ccc(OC)cc3)C(=O)C2=CN1CCCN(CC)CC (stereo not given)	7%	9%	.	.	i	.	.	-9%	.	.
Cc1nc2ccccc2cc1C(=O)NCc1ccc(F)cc1	1%	2%	1.1	0%	i	-4.9%	-6%	-1%	-9	18
Cc1ccc(C(=O)N[C@H](C(=O)OCC(=O)NC2CCS(=O)(=O)C2)C(C)C)cc1 (stereo not given in full)	4%	-16%	1.1	0%	i	-4.9%	7%	-11%	10	6
Cc1nn(C)c(C)c1S(=O)(=O)N1CCCC(C(=O)NC2CCCCC2)C1 (stereo not given)	-3%	0%	1.1	0%	i	0.1%	0%	5%	-1	0
Cc1nc2ccccc2n1-c1nc(-c2ccco2)cc(C(F)(F)F)n1	2%	5%	1.1	0%	i	-5.6%	0%	-1%	4	9
CCOc1cccc2sc(NN)nc12	-1%	1%	1	-125%	i	-1.8%	-60%	-4%	30	25
